Bioassay records deposited in PubChem by Emory University Molecular Libraries Screening Center.
PGE2 EP2 inh = EP2 receptor (human) inhibition; AID 1422; C6 glioma cells expressing human EP2, cAMP TR-FRET; cells stimulated with saturating PGE2; inhibition, % at 25 µM; P43116; actives 0.52% (n = 260,000);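 active = percent inhibition above 40 after rounding to a whole number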;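 also: rat C6 glioma host cells with rolipram phosphodiesterase inhibitor present; the protocol text gives 20 µM as final concentration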
Target sequence (P43116 whole entry, looked up): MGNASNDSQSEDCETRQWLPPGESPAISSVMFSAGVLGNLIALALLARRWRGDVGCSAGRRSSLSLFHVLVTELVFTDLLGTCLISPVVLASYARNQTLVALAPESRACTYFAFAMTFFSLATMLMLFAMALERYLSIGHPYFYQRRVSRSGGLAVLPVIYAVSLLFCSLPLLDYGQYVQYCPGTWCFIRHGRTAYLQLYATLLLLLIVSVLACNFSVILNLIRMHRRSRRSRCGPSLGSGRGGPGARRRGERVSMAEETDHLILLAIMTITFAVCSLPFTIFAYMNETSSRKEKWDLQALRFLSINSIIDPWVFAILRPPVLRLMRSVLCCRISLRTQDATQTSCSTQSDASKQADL
Starred values were filed as active, the others as inactive. This is a subset (hit frequency here may not be typical).

| mol | PGE2 EP2 inh |
| --- | --- |
| Cc1cc(CNC(=O)C2(C(F)(F)F)C/C(=C\Cc3ccccc3)CCCO2)nn1C (centres undefined) | 14.0 |
| Nc1ccc(O)cc1 | 15.8 |
| CCCCC[C@H](O)/C=C/[C@H]1[C@H](O)CC(=O)[C@@H]1CCCCCCC(=O)O | 13.2 |
| O=c1[nH]c(Nc2ccccc2)cc2cc(Br)ccc12 | 5.7 |
| CC1(OC(=O)C2CCCC2)C(=O)C=C2C=C(C3CC3)OC=C2C1=O (centres undefined) | 19.7 |
| COc1ccc(CNC(=O)NS(=O)(=O)c2ccc(C)cc2)cc1 | 9.2 |
| O=C(NCc1ccccc1)C1=C[C@@H](C2CCCCC2)C[C@@H](OCCCCO)O1 | 10.9 |
| Cc1ccc(CNC(=O)C2CC(c3ccccc3C(F)(F)F)=NO2)o1 (centres undefined) | 7.3 |
| Nc1cccc2c1C(=O)N(c1ccccc1)C2=O | 11.5 |
| CC(C)=CCc1c(O)c(CC=C(C)C)c2c(c1O)-c1cc(O)c(O)cc1CC2 | 54.2* |
| COCOc1ccc(/C=C2/Oc3cc(OCOC)cc(OCOC)c3C2=O)c(OCOC)c1 | 11.6 |
| COC(=O)CCC(=O)OC1(C)C(=O)C2=CN(Cc3ccc4c(c3)OCO4)C(c3ccc(OC)cc3)=CC2=C(Br)C1=O (centres undefined) | 7.7 |
| CCCC[C@@H]1C[C@H]1[C@@H](NC(=O)c1cccs1)c1ccc(C(F)(F)F)cc1 | 12.3 |
| CC1(C)CC[C@]2(CO)[C@@H](O)C[C@]3(C)C(=CCC4[C@@]5(C)CC[C@H](O)C(C)(C)C5CC[C@]43C)[C@@H]2C1 (some centres undefined) | 52.6* |
| CC(C)c1cc(C(C)C)c(S(=O)(=O)N2c3ccccc3[C@]3(Br)C[C@H]4C(=O)N[C@@H](Cc5ccccc5)C(=O)N4[C@H]23)c(C(C)C)c1 | 0.9 |
| C=CC1=C2C=C(C3CC3)N(CC3CC3)C=C2C(=O)C(C)(OC(=O)c2ccco2)C1=O (centres undefined) | 11.9 |
| CC1(O)C(=O)C=C2C=C(C3CC3)OC=C2C1=O (centres undefined) | 14.3 |
| O=C(NCCc1ccccc1)[C@@H]1CC=C[C@@H]2CCN(Cc3ccccc3)C(=O)[C@@H]21 | 18.6 |
| C[C@@H]1C=C(C(=O)NCc2nc3ccccc3[nH]2)O[C@H](OCCCCO)C1 | 9.7 |
| C[C@H]1CC[C@]2(O[C@@H](CCO)C[C@@H](O)[C@@H]2O)O1 | 6.2 |
| Nc1nc2n[nH]nc2c(=O)[nH]1 | 12.7 |
| CCO[C@H]1OC(C(N)=O)=C[C@@H](C(C)(C)C)[C@@H]1CCCO | 12.7 |
| C[N+](C)(C)C[C@H](O)CC(=O)O | 10.9 |
| COC(=O)C1(CC2CC(c3ccccc3)=NO2)CCN(C(=O)OC(C)(C)C)CC1 (centres undefined) | 15.3 |
| Cn1c(NCCN(CCO)CCCc2ccc([N+](=O)[O-])cc2)cc(=O)n(C)c1=O | 20.7 |
| COc1cc2sc3ccc(C#Cc4ccccn4)cc3c(=O)c2cc1OC | -3.7 |
| COc1cccc(N2[C@@H](CC(C)=O)c3ccc(/C=C/C(C)=O)cc3S2(=O)=O)c1 | 19.1 |
| COC(=O)C1=C(C)N(Cc2ccccc2)C(=O)N[C@H]1CCc1ccccc1 | 10.6 |
| CNC(=O)C1(C)C=CC2(CCCCC2)N1C(=O)OC (centres undefined) | 11.7 |
| Cc1cc(C)cc(SCc2noc(C(=O)NCC3CC3)c2C(=O)NCC2CC2)c1 | 14.6 |
| Brc1ccc(-c2noc3c2-c2nc(C4CCCCC4)sc2CC3)cc1 | -1.4 |
| C#CCNC(=O)C1=C[C@@H](c2ccccc2)C[C@@H](OCCCCO)O1 | 4.5 |
| Cc1nc(-c2ccc(Cl)cc2)sc1C1(C)CC(c2ccccc2Br)=NO1 (centres undefined) | 10.2 |
| COC(=O)CNC(=O)C1Nc2ccc(OC(F)(F)F)cc2C2C=CCC12 (centres undefined) | 8.5 |
| C=C1CCN([C@@H](Cc2ccccc2)C(=O)NC2CCN(Cc3ccccc3)CC2)S(=O)(=O)c2ccccc21 | 11.3 |
| CCC/C=C(\CCC)C(NC(=O)CCc1ccccc1)c1ccc(C(F)(F)F)cc1 (centres undefined) | 16.3 |
| C=CCC1(C(=O)N(C)Cc2ccccc2)CCN(C(=O)OC(C)(C)C)CC1 | 6.2 |
| O=C(O)CCCC[C@@H]1SC[C@@H]2NC(=O)N[C@@H]21 | 11.8 |
| CCO[C@@H]1OC(C(N)=O)=C[C@H](C2CC2)[C@H]1CCCO | 11.3 |
| O=S1(=O)CCOC[C@H](Cc2ccccc2)N1Cc1ccc(F)cc1 | 11.8 |
| O=C1c2cccc3c2[C@H](CCC3)CN1[C@@H]1CN2CCC1CC2 | 11.4 |
| COC(C[C@H]1O[C@@H]1C(=O)COCc1ccccc1)OC | 5.5 |
| CC(=O)C[C@H]1c2cc(C(F)(F)F)ccc2S(=O)(=O)N1Cc1ccccc1 | 19.6 |
| c1ccc(CSc2nnc(-c3ccccc3)c(-c3ccccc3)n2)cc1 | 1.2 |
| COCCN1C(=O)N[C@@H](c2cccc(C(F)(F)F)c2)[C@H](C(C)=O)[C@H]1C | 4.2 |
| CCOC(=O)C1=C(C)N(CCCC(=O)O)C(=O)NC1c1ccccc1 (centres undefined) | 25.8 |
| COc1ccc(-c2noc3c2-c2nc(C(C)C)sc2CC3)cc1 | 14.5 |
| CS(=O)(=O)c1ccc(CNC(=O)C2(C(F)(F)F)C/C(=C/CCO)CCCO2)cc1 (centres undefined) | 10.0 |
| CC1(OC(=O)CCc2ccccc2)C(=O)C=C2C=C(C3CC3)OC=C2C1=O (centres undefined) | 26.5 |
| CCCNC(=O)C1(CC2CC(c3ccccc3)=NO2)CCN(C(=O)c2cc(OCC)c(OCC)c(OCC)c2)CC1 (centres undefined) | 8.4 |
| CCN1C(=O)N[C@@H](CCc2ccccc2)C(C(C)=O)=C1C | 7.0 |
| CCOC(=O)C1=C(C)N(CCCCCC(=O)O)C(=O)NC1c1ccccc1OS(=O)(=O)c1ccc(C)cc1 (centres undefined) | 13.0 |
| C[C@]1(C2CCCC2)Cc2cc(OCC(=O)O)c(Cl)c(Cl)c2C1=O | 17.0 |
| Cc1nccn1CC1CCc2c(c3ccccc3n2C)C1=O (centres undefined) | 15.2 |
| CCCC/C=C/C(NC(=O)c1ccc(-c2ccccc2)cc1)c1ccccc1 (centres undefined) | 27.1 |
| Nc1nc(N)c2[nH]cnc2n1 | 12.5 |
| CC#CCN1c2ccccc2[C@]23C[C@@H](C(=O)OC)N(C(=O)NCCBr)C2=NC(C(=O)OC)=C(C(=O)OC)[C@H]13 | 4.0 |
| CCC(C)c1nc2ccsc2c(N2CCOC2=O)c1-c1ccccc1 (centres undefined) | 28.3 |
| CC1(OC(=O)C2CCCC2)C(=O)C=C2C=C3CCCN3C=C2C1=O (centres undefined) | 6.1 |
| CC(C)N=c1cc2n(-c3ccc(Cl)cc3)c3ccccc3nc-2cc1Nc1ccc(Cl)cc1 | 8.7 |

(list continues)
| mol | PGE2 EP2 inh |
| --- | --- |
| O=C(Nc1ccccc1)C1=C[C@H](c2ccc(C(F)(F)F)cc2)C[C@H](OCCCCO)O1 | 12.1 |
| CCOC(=O)CN1C(=O)N[C@@H](CCc2ccccc2)C(C(=O)OC)=C1C | 5.2 |
| NC(=O)c1ccccc1Nc1nc(NCCO)nc(N2CCCC2)n1 | 6.8 |
| Cc1nc(-c2ccccc2)sc1C1(C)CC(c2cccc(F)c2)=NO1 (centres undefined) | 14.9 |
| CC#CCN1c2ccccc2[C@]23C[C@@H](C(=O)OC)N(C(=O)NC4CCCCC4)C2=NC(C(=O)OC)=C(C(=O)OC)[C@H]13 | 11.3 |
| CC(=O)C[C@H]1c2ccccc2S(=O)(=O)N1C1CCCC1 | 14.4 |
| COC(=O)C1=C[C@@H](C(=O)OC)[C@@H]2C3=C(C(=O)[C@@]2(C)NC(=O)c2ccccc2)[C@H](c2ccccc2)n2c(=O)n(-c4ccccc4)c(=O)n2[C@@H]3C1 | 18.3 |
| Cn1cc(C[C@H](NC(=O)OC(C)(C)C)C(=O)N[C@@H](CO)Cc2ccccc2)c2ccccc21 | 25.7 |
| COc1ccc(CN2[C@@H](CC(=O)O)c3cc(F)ccc3S2(=O)=O)cc1 | 18.0 |
| CC(C)(C)OC(=O)NCCCCC1=CC2=CC(=O)C(C)(OC(=O)c3ccco3)C(=O)C2=CO1 (centres undefined) | 16.6 |
| Cc1ccc(C2=NOC(C)(c3nnc(Cc4ccccc4)o3)C2)cc1 (centres undefined) | 8.1 |
| CCOC(=O)c1cc(-c2ccccc2)nn1CC1CC(c2cccnc2)=NO1 (centres undefined) | 3.4 |
| CC(C)(C)OC(=O)NCCCC1=CC2=CC(=O)C(C)(OC(=O)c3ccco3)C(=O)C2=CO1 (centres undefined) | 22.2 |
| CN(CCCN1c2ccccc2CCc2ccccc21)CC(=O)c1ccc(Cl)cc1 | 22.0 |
| C=CC[C@]12C=C(OC)C(=O)C(OC)=C1O[C@@H](c1ccc3c(c1)OCO3)[C@H]2C | 11.7 |
| C[C@H]1C=C(C(=O)NCc2nc3ccccc3[nH]2)O[C@@H](OCCCCO)C1 | 8.3 |
| CCN1C(=O)N[C@@H](c2cccc(C(F)(F)F)c2)C(C(C)=O)=C1C | 12.4 |
| CC(C)(C)n1nc(Cc2cccc3ccccc23)c(C#N)c1N | 19.3 |
| COC(=O)CCC(=O)OC1(C)C(=O)C2=CN(Cc3ccc(OC)cc3)C(c3ccc(OC)cc3)=CC2=C(Br)C1=O (centres undefined) | 15.1 |
| COC(=O)c1ccc([C@H](NC(=O)c2ccco2)[C@]2(C)C[C@H]2C2CCCCC2)cc1 | 11.8 |

Molecules above with an aryl thioether with sulfur outside any ring, in the order listed:
| mol | PGE2 EP2 inh |
| --- | --- |
| Cc1cc(C)cc(SCc2noc(C(=O)NCC3CC3)c2C(=O)NCC2CC2)c1 | 14.6 |
| c1ccc(CSc2nnc(-c3ccccc3)c(-c3ccccc3)n2)cc1 | 1.2 |

A draw from above in order of number of heavy atoms, lowest first.
| mol | PGE2 EP2 inh |
| --- | --- |
| CCO[C@H]1OC(C(N)=O)=C[C@@H](C(C)(C)C)[C@@H]1CCCO | 12.7 |
| C[C@H]1C=C(C(=O)NCc2nc3ccccc3[nH]2)O[C@@H](OCCCCO)C1 | 8.3 |
| Cn1cc(C[C@H](NC(=O)OC(C)(C)C)C(=O)N[C@@H](CO)Cc2ccccc2)c2ccccc21 | 25.7 |

The list continues:
| mol | PGE2 EP2 inh |
| --- | --- |
| COc1cccc(Nc2nc(NCCO)nc(N3CCCC3)n2)c1 | 4.7 |
| CC1(C)CC[C@]2(C(=O)O)CC[C@]3(C)C(=CCC4[C@@]5(C)CC[C@H](O)C(C)(C)C5[C@H](O)C[C@]43C)[C@@H]2C1 (some centres undefined) | 12.5 |
| O=C1c2ccccc2S(=O)(=O)c2cc(C(=O)N3CCCC3)ccc21 | 9.4 |
| CNC(=O)Oc1ccc2c(c1)[C@]1(C)CCN(C)C1N2C (some centres undefined) | 17.9 |
| C[C@@H]1CC[C@@]2(O[C@@H](CCO)C[C@H](O)[C@H]2O)O1 | 6.3 |
| CCOC(=O)[C@@H]1[C@H]2COc3ccc(Br)cc3[C@@H]2N2C(=O)N(c3ccc(Cl)cc3)C(=O)[C@]12C | 8.0 |
| Brc1ccccc1-n1nnc(-c2cnc3ccccc3c2)n1 | 9.6 |
| COC/C=C/C1=CC2=CC(=O)C(C)(OC(=O)c3cnc4ccccc4n3)C(=O)C2=CN1c1cccc(C#N)c1 (centres undefined) | 14.5 |
| OCC[C@H]1C[C@@H](O)[C@H](O)[C@@]2(CCCO2)O1 | 10.8 |
| CCCCC(=O)N1C/C=C\[C@H](c2ccc(OC)cc2)N(Cc2ccc(F)cc2)C(=O)[C@@H]1C | 11.0 |
| O=c1c2ccccc2oc2ccc(-c3ccc4[nH]ccc4c3)cc12 | 12.4 |
| c1ccc(-c2nnc(C3CC(c4ccncc4)=NO3)o2)cc1 (centres undefined) | 5.8 |
| CC1(c2nnc(-c3ccncc3)o2)CC(c2cccc(Cl)c2)=NO1 (centres undefined) | 8.8 |
| COC/C=C/C1=CC2=CC(=O)C(C)(OC(=O)c3cnc4ccccc4n3)C(=O)C2=CN1CCc1c[nH]c2ccccc12 (centres undefined) | 17.7 |
| COC(=O)C(N)CCCCN (centres undefined) | 11.9 |
| COC(=O)CCC(=O)OC1(C)C(=O)C2=CN(c3ccccc3)C(c3ccc(OC)cc3)=CC2=C(Br)C1=O (centres undefined) | 12.5 |
| CCCCCCCCCC(=O)N[C@H](CN1CCOCC1)[C@H](O)c1ccccc1 | 19.8 |
| COC(=O)C[C@H]1c2cc(C(F)(F)F)ccc2S(=O)(=O)N1Cc1ccc(OC)cc1 | 7.5 |
| C[C@@H]1CCC[C@@]2(O[C@@H](CCO)C[C@@H](O)[C@@H]2O)O1 | 15.2 |
| COCCN1C(=O)N[C@@H](c2ccccc2)[C@@H](C(=O)OC)[C@H]1C | 13.3 |
| CC(Nc1nc(-c2ccc(F)cc2)cs1)c1nc2cc(Cl)c(Cl)cc2n1CCOCCO (centres undefined) | 7.9 |
| CCCOc1ccc(Cl)cc1Nc1nc(NCCO)nc(N2CCCC2)n1 | 4.8 |
| N#C[C@H]1C2OC2c2ccccc2N1C(=O)c1ccccc1 (some centres undefined) | 12.6 |
| CCOc1ccccc1-c1nc2c(s1)CCc1onc(-c3ccc(OC)cc3)c1-2 | 20.2 |
| CC(C)=CCc1cc([C@@H]2COc3c(ccc4c3C=CC(C)(C)O4)C2)c(O)cc1O | 19.4 |
| C=C1CCN([C@@H](CC(C)C)C(=O)NCc2ccc(OC)cc2)S(=O)(=O)c2ccccc21 | 8.9 |
| CC(C)=CCc1c(O)cc2c(=O)c3ccc(O)cc3oc2c1O | 21.4 |
| CC(C)C(=O)NCCc1nc(-c2ccc(Cl)cc2)no1 | 8.7 |
| CC(O)(CC(=O)O)CC(=O)O | 12.7 |

Filtered by structure: the compounds so far containing a thiophene ring, fused or not (2)
| mol | PGE2 EP2 inh |
| --- | --- |
| CCCC[C@@H]1C[C@H]1[C@@H](NC(=O)c1cccs1)c1ccc(C(F)(F)F)cc1 | 12.3 |
| CCC(C)c1nc2ccsc2c(N2CCOC2=O)c1-c1ccccc1 (centres undefined) | 28.3 |
